Screening results: PubChem BioAssay, The Scripps Research Institute Molecular Screening Center
MITF primary: inhibitors of human MITF | O75030 | AlphaScreen MITF homodimerization, bead proximity signal | inhibition, % at 2.6 µM | 650,000 compounds, 0.91% hits | AID 1259374; in the data active = inhibition above about 50%;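 note: 0% = vehicle wells with protein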
Target sequence (O75030 whole entry, looked up): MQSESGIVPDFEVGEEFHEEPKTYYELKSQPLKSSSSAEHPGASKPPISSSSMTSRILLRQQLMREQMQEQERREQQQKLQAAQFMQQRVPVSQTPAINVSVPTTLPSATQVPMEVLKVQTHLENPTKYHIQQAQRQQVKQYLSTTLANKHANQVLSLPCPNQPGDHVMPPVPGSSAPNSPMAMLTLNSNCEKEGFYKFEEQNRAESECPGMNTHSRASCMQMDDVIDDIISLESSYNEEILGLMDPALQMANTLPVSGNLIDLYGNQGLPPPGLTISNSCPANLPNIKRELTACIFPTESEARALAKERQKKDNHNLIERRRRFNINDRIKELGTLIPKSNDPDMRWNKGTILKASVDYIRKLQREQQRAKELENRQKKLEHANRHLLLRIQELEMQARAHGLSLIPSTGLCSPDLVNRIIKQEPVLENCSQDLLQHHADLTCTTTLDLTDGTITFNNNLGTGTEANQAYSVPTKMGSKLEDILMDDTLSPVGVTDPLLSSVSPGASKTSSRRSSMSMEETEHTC
FBW7 activator: human FBW7 E3 ligase activation, primary screen | AlphaScreen FBW7–phospho-cyclin E peptide binding, activator screen | normalized activity (activation), % at 26.1 µM | 650,000 compounds, 0.13% hits | AID 1259310; in the data active = normalized activity above about 1.9%;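 note: purified mutant Fbw7 with reduced substrate affinity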
GPR151 activ: activators of human GPR151. Q8TDV0. PathHunter beta-arrestin GPR151 cells, luminescence. activation, % at 11.2 µM. 650,000 compounds, 1% hits. AID 1508602; in the data active = activation above about 4.9%;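 note: 0% = median of compound wells and 100% = cells with positive control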
Target sequence (Q8TDV0 whole entry, looked up): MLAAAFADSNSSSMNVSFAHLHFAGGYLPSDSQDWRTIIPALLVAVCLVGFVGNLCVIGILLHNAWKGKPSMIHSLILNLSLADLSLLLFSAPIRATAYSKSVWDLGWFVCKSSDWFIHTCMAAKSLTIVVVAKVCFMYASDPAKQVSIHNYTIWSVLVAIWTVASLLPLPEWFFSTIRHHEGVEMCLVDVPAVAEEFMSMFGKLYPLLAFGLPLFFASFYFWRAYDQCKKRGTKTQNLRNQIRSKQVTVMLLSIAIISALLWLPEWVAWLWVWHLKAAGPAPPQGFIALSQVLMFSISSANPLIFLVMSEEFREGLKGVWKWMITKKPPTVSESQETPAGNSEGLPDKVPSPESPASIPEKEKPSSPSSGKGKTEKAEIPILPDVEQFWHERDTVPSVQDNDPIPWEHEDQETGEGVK
TEAD-YAP inh: TEAD-YAP interaction inhibition | HEK-TIYL cells, TEAD-Gal4/YAP UAS-luciferase luminescence | inhibition, % at 9.12 µM | 640,000 compounds, 1.4% hits | AID 1259422; in the data active = inhibition above about 32%;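 note: 0% = median of test compound wells and 100% = reference inhibitor wells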
* hit, by the source's call. Not a hit list (roughly 3.4% active in at least one column).

SMILES	MITF primary	FBW7 activator	GPR151 activ	TEAD-YAP inh
O=c1nc2s/c(=C/c3cccs3)c(=O)n2nc1Cc1ccc(F)cc1	7.6	-1.8	5.0*	11.9
Cc1cc(OCC(=O)Nc2ccccc2C(N)=O)c(C(C)C)cc1Br	-13.4	0.2	-0.7	7.3
COC(=O)C1=C(C)N(c2cccc(C)c2)C(=O)/C1=C\c1cccc(Br)c1	-2.1	-0.1	0.4	-3.0
Cc1nc2sccn2c1CN1CCN(CC(C)C)C(CCO)C1 (stereo unspecified)	1.7	0.0	1.6	0.0
Cc1ccccc1-n1nc2c(c1NC(=O)c1cc([N+](=O)[O-])ccc1Cl)CS(=O)(=O)C2	-18.9	-0.1	3.2	67.3*
Cc1cccc(Nc2ncnc3c2cnn3-c2ccc(Cl)cc2)c1	-4.4	-0.1	-0.4	-9.0
COc1ccc(NC(=O)c2ccc3c(=O)n(-c4ccc(OC)cc4)c(=S)[nH]c3c2)cc1	7.0	0.0	-0.2	-1.4
CC1CCCCC1NC(=O)C(=O)NCc1ccc2c(c1)OCO2 (stereo unspecified)	3.1	-0.2	1.2	-14.6
Cc1ccc(C(=O)Nn2c(C)ccc2C)cc1	0.6	0.0	-1.8	8.7
COc1cc2c(cc1OC)C(c1cc(OC)c(O)c(OC)c1)CC(=O)N2 (stereo unspecified)	-1.0	0.0	0.9	-8.4
COc1ccc(S(=O)(=O)Nc2ccc(Cl)c(Cl)c2)c2cccnc12	6.1	-0.1	0.7	7.8
CCC(CC)CN1CCOc2ccc(CN3CCN(c4ncccn4)CC3)cc2C1	-1.8	-0.2	1.4	-3.9
Cc1ccc(NC(=O)C(NS(=O)(=O)c2cccc3nsnc23)C(C)C)nc1 (stereo unspecified)	19.7	0.8	-0.2	-0.7
Cc1ccc(-c2noc(CNC(=O)COc3cc(C)cc(C)c3C)n2)cc1	-14.7	-0.1	-2.2	-6.4
O=C1CC(c2ccc(Cl)cc2)CC2=C1C(c1cccc(F)c1)Nc1ccccc1N2 (stereo unspecified)	6.8	0.2	0.1	11.8
CCOC(=O)c1ccc(NC(=O)c2ccc(C(F)(F)F)cc2)cc1	-11.0	0.1	0.6	-6.1
CCOCCCNc1ncnc2ccccc12	1.6	0.0	-0.2	6.7
CCOc1cc(/C=C2\C(=O)NC(=O)N(c3cc(C)cc(C)c3)C2=O)ccc1OCC(=O)O	-12.5	0.0	-0.8	0.6
Cc1cccn2c(=O)c3cc(C(=O)NC4CCCCCC4)n(C)c3nc12	-9.2	0.1	1.3	-12.1
CCOC(=O)CC(=O)CSc1nc2c(sc(=S)n2-c2ccc(C)cc2C)c(=O)n1-c1ccc(OCC)cc1	3.3	0.1	1.6	2.5
O=[N+]([O-])c1ccc(Sc2nnnn2-c2ccccc2)c2cccnc12	14.4	0.1	3.3	26.7
O=C1CNC(=O)N1Cc1ccc(Br)cc1	-9.8	0.0	-0.1	6.5
Cc1ccccc1-n1nc2c(c1NC(=O)COc1ccccc1)CSC2	11.8	0.3	0.1	0.5
O=C(NCc1cccnc1)c1cc(-c2ccccc2O)no1	13.0	0.3	-0.7	-5.2
C/C(=N\Nc1cccc(C(=O)O)c1)c1ccc2ccccc2c1	10.2	0.0	0.1	-76.8

Carrying on:
SMILES	MITF primary	FBW7 activator	GPR151 activ	TEAD-YAP inh
CC(C)(C)NC(=S)Nc1ccc2nccnc2c1	6.6	-0.4	-0.8	-13.7
CCOC(=O)CCC(=O)Nc1ccc(-c2nc(C)no2)cc1	7.9	0.0	-1.0	-18.1
CCOC(=O)/C(=N\Nc1cccc(C(F)(F)F)c1)N(C)C1CCS(=O)(=O)C1 (stereo unspecified)	2.1	0.1	-0.6	-6.9
CCn1c2ccccc2c2cc(NC(=O)c3ccc(F)cc3)ccc21	11.5	0.4	0.9	5.1
COc1cc(C(=O)Nc2ccc3c(c2)C(=O)NC3=O)cc(OC)c1OC	2.2	0.1	-1.0	0.7
O=C(COC(=O)c1ccc[n+]([O-])c1)Nc1ccc([N+](=O)[O-])cc1C(F)(F)F	-5.5	0.1	-0.8	17.7
O=C(CC1(c2ccc(Cl)cc2)C(=O)c2ccccc2C1=O)NC(c1ccccc1)c1ccccc1	1.7	-0.1	0.2	1.7
Cc1c(Cl)cccc1NC(=O)C(=O)NCc1ccccc1	-9.2	0.0	-1.4	1.0
c1cc2c(cc1Cn1nnnc1CN1CCN(C3CCCC3)CC1)OCO2	7.9	1.6	-0.3	3.4
O=C(c1ccccc1)N1CCN(C(=O)c2ccccc2)CC1	-0.5	-0.1	1.3	9.2
CCCC(=O)NCCc1nc2ccccc2n1CCC	4.4	0.0	-1.1	7.2
COc1ccc(OC)c(N(CC(=O)O)S(=O)(=O)c2ccccc2)c1	1.0	0.0	0.1	-7.9
CC1CCCN(S(=O)(=O)c2ccccc2)C1 (stereo unspecified)	3.7	-0.1	4.5	-3.4
CCOc1ccc(C(=O)Cc2cc3cccc(OC)c3oc2=O)cc1	3.0	-0.2	-0.5	-1.5
COc1ccc(C(NC(=O)C2CCN(C(=O)Oc3ccccc3)CC2)c2ccccn2)cc1 (stereo unspecified)	-0.4	0.2	-1.1	5.3
CCOC(=O)C1(Cc2ccc(OC)cc2)CCN(C(=O)c2ccc(C(=O)OC)cc2)CC1	2.2	-0.1	4.0	-1.0
Cc1ccccc1C(=O)Nc1sc2c(c1C(=O)N1CCN(C)CC1)CCCC2	-4.6	0.2	0.1	7.4
Fc1ccc(-c2[nH]c(-c3c[nH]c4ccccc34)nc2-c2ccccc2)cc1	10.6	-0.1	0.6	-3.6
COC(=O)c1cc(OC)c(OC)cc1NS(=O)(=O)c1ccc2ccccc2c1	0.1	0.0	0.8	12.1
CCOC(=O)C1=C(C)N=c2s/c(=C/c3ccccc3OC(C)=O)c(=O)n2C1c1ccc(C)cc1 (stereo unspecified)	-1.1	-0.1	0.4	0.9
Cc1ccc(CCNC(=O)c2cc3c(C)nccc3[nH]c2=O)cc1	15.6	0.7	0.0	-7.9
O=C(CSc1n[nH]c(-c2ccncc2)n1)NC1CC2CCC1C2 (stereo unspecified)	10.7	-0.1	1.2	-2.6
Cc1ccc(CN2C(=O)CSC2=O)cc1	-10.8	0.1	-1.8	2.3
Cc1nn2c(NCc3ccncc3)c3c(nc2c1-c1cccs1)CCC3	-5.1	-0.1	-1.2	-12.9
N#CC1=C(N)Oc2c([nH]c(=S)[nH]c2=O)C1c1ccccc1 (stereo unspecified)	-1.6	-0.5	-0.8	-3.0

Later entries
SMILES	MITF primary	FBW7 activator	GPR151 activ	TEAD-YAP inh
Cc1ccc(N2CC(C(=O)Nc3cccc(C)n3)CC2=O)cc1 (stereo unspecified)	0.5	0.0	-0.4	0.8
COc1ccc(NC(=O)C(CCSC)N2C(=O)c3cc(Cl)c(Cl)cc3C2=O)cc1 (stereo unspecified)	2.2	-0.2	-0.1	4.2
Cc1ccc(C(=O)Nc2ccccc2)cc1S(=O)(=O)Nc1ccc(Br)cc1	14.0	0.1	0.3	8.0
O=C1c2ccccc2C(=O)N1Oc1nc(Cl)nc(N(c2ccccc2)c2ccccc2)n1	18.9	0.4	-0.8	-0.9
CC1=NNC(=O)/C1=c1/s/c(=C2\Sc3ccccc3N2C)c(=O)n1-c1ccccc1	18.8	0.4	-1.1	-5.8
COc1cccc(CC2(CO)CCCN(Cc3cccc(OC)c3OC)C2)c1 (stereo unspecified)	11.8	0.1	6.2*	5.7
CCC(Sc1nc2ccccc2c(=O)n1CC1CCC(C(=O)NCC2CCCO2)CC1)C(=O)Nc1ccc2c(c1)OCO2 (stereo unspecified)	-6.0	-0.1	0.0	13.2
Cc1ccc2nc(C(=O)N3CCCC(CO)(Cc4cccc(Cl)c4)C3)cn2c1 (stereo unspecified)	-13.7	0.0	1.4	-54.3
CC(O)Cc1nsc(NC(=O)c2cccc(Cl)c2)n1 (stereo unspecified)	-4.5	-0.1	-1.0	-16.5
Cc1nc2ccccn2c1CN(C)C(=O)CC1C(=O)NCCN1C1CCCC1 (stereo unspecified)	5.9	-0.1	1.5	-7.8
O=C(CNC(=O)C1CCCCC1)Nc1nc(-c2ccccc2)cs1	1.4	-0.1	0.3	13.9
O=C(CCc1nnc(CCCc2ccccc2)o1)NCCc1ccco1	3.4	0.0	-0.8	-32.2
NC(=O)COc1ccc(-c2nc3ccccc3s2)cc1	12.2	0.6	-8.1	-11.8
O=C(CCCn1c(SCC(=O)NCC2CCCO2)nc2ccccc2c1=O)NCc1ccccc1 (stereo unspecified)	6.2	0.0	-0.1	-11.6
COc1cc(C2C(C#N)=C(N)Oc3n[nH]c(-c4cc(OC)c(OC)c(OC)c4)c32)cc(Cl)c1O (stereo unspecified)	-13.2	-0.6	-0.9	6.6
CCCCOc1ccc(C(=O)NCc2nnc(SC(C)C(=O)Nc3sc4c(c3C(=O)OCC)CCC4)n2C)cc1 (stereo unspecified)	-0.5	0.0	0.5	-0.8
NC(=O)CSc1oc(-c2cccs2)nc1S(=O)(=O)c1ccccc1	9.9	0.0	-1.1	0.3
COc1ccccc1N=Cc1c(Nc2ccccc2OC)nc2c(C)cccn2c1=O	4.0	0.1	-0.6	-1.2
COC(=O)c1ccc(OCCN2CCCCCC2)cc1	13.5	-0.4	-2.3	0.9
O=C(CC(=O)Nc1cccc(Cl)c1)N/N=C\c1cccc2ccccc12	5.2	0.1	1.5	13.6
CC(C)CCNS(=O)(=O)c1cccc(S(=O)(=O)c2cccc(S(=O)(=O)NCCC(C)C)c2)c1	0.1	0.0	0.9	-0.9
COc1ccc2c(c1)CN(Cc1ccccc1)CO2	-7.1	-0.1	-0.3	-21.2
Cc1ccc(S(=O)(=O)N2CCC(n3nnc4cc(C)ccc43)CC2)cc1	-3.0	0.0	-0.6	6.9
CCCCCCC1(C)N=C(c2ccc(Cl)cc2)CC(c2ccccc2O)N1 (stereo unspecified)	3.3	0.0	1.6	-15.4
COCC(=O)N(C)C(Cc1ccc(F)cc1)C1CCN(C(=O)c2[nH]c(C)cc2C)CC1 (stereo unspecified)	-2.8	-0.1	-1.3	0.6

Remaining list, next part.
SMILES	MITF primary	FBW7 activator	GPR151 activ	TEAD-YAP inh
COC(=O)c1cc(S(=O)(=O)NCc2ccc(OC)cc2)c[nH]1	7.3	0.1	2.6	4.3
CC(C)(C)c1ccccc1OCC(=O)Nc1cccc(Cl)c1	10.2	0.3	-1.4	-4.1
CCCCNC(=O)COC(=O)c1ccc(O)cc1	14.5	0.3	1.2	15.0
NS(=O)(=O)c1ccc(N/N=C/c2ccc[nH]2)c([N+](=O)[O-])c1	13.1	-0.3	-0.4	8.4
C/C(=N\NC(=O)C1CC12CCC2)c1ccccc1O (stereo unspecified)	-9.2	0.1	-0.7	-37.6
Cc1ccc(-n2nc3ccc(NC(=O)c4ccco4)cc3n2)cc1Cl	9.9	-0.3	1.4	8.9
CC(=O)c1sc(NC(=O)c2ccc(Cl)cc2Cl)nc1C	1.1	0.1	-1.2	-55.5
COc1ccc(C(C)=O)cc1CSCC(=O)NC(C)C(C)C (stereo unspecified)	3.9	-0.1	0.2	0.7
O=C(Nc1cccc2ccccc12)c1cc([N+](=O)[O-])cc([N+](=O)[O-])c1	-3.2	0.0	0.1	-1.6
Cc1ccc(CNC(=O)CNC(=S)N(Cc2cccs2)C2CCCCC2)cc1	0.3	-0.1	0.0	9.4
OCCCc1nc2n(n1)C(c1ccco1)C=C(c1ccc(Br)cc1)N2 (stereo unspecified)	7.1	0.5	0.1	-27.0
O=C(CCSCc1cccc(F)c1)NC1CCCC1	-8.3	0.0	2.2	2.8
CCn1c(O)c(/C=N/c2sc3c(c2C(=O)OC)CCCC3)c(=O)[nH]c1=S	13.8	-0.1	-1.0	7.7
COc1ccc2c(CNCc3ccc(C)cc3)c(C(=O)O)n(Cc3ccc(F)cc3)c2c1	22.4	0.0	-0.1	1.6
Cc1c(C(=O)OC(C)CCN(C)C)oc2ccccc12 (stereo unspecified)	-10.3	0.2	0.2	-0.2
CC(NCc1ccccc1)C(=O)C12CC3CC(CC(C3)C1)C2 (stereo unspecified)	3.8	0.1	-0.8	7.4
c1ccc(CSc2nnc(NC3=NCCCCC3)s2)cc1	-1.6	-0.1	-0.8	-51.9

Not a retest: an excerpt of the list.
SMILES	MITF primary	FBW7 activator	GPR151 activ	TEAD-YAP inh
CCCCNC(=O)COC(=O)c1ccc(O)cc1	14.5	0.3	1.2	15.0
NS(=O)(=O)c1ccc(N/N=C/c2ccc[nH]2)c([N+](=O)[O-])c1	13.1	-0.3	-0.4	8.4
C/C(=N\NC(=O)C1CC12CCC2)c1ccccc1O (stereo unspecified)	-9.2	0.1	-0.7	-37.6
Cc1ccc(-n2nc3ccc(NC(=O)c4ccco4)cc3n2)cc1Cl	9.9	-0.3	1.4	8.9
CC(=O)c1sc(NC(=O)c2ccc(Cl)cc2Cl)nc1C	1.1	0.1	-1.2	-55.5
COc1ccc(C(C)=O)cc1CSCC(=O)NC(C)C(C)C (stereo unspecified)	3.9	-0.1	0.2	0.7
O=C(Nc1cccc2ccccc12)c1cc([N+](=O)[O-])cc([N+](=O)[O-])c1	-3.2	0.0	0.1	-1.6
Cc1ccc(CNC(=O)CNC(=S)N(Cc2cccs2)C2CCCCC2)cc1	0.3	-0.1	0.0	9.4
OCCCc1nc2n(n1)C(c1ccco1)C=C(c1ccc(Br)cc1)N2 (stereo unspecified)	7.1	0.5	0.1	-27.0
O=C(CCSCc1cccc(F)c1)NC1CCCC1	-8.3	0.0	2.2	2.8
CCn1c(O)c(/C=N/c2sc3c(c2C(=O)OC)CCCC3)c(=O)[nH]c1=S	13.8	-0.1	-1.0	7.7
COc1ccc2c(CNCc3ccc(C)cc3)c(C(=O)O)n(Cc3ccc(F)cc3)c2c1	22.4	0.0	-0.1	1.6
